Screens from PubChem BioAssay.
Fam108B counter: blocks mouse Fam108B hydrolase in RBBP9 counter-screen; AID 1947; recombinant Fam108B, FP-Rh probe fluorescence polarization; hit rate 0.33% among 300,000; inhibition, % at 9.51 µM;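 active means inhibition above the screen mean inhibition plus 3 SD, computed separately per campaign, cut at about 18% in these data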;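 further: inhibitors lower polarization as less probe binds the enzyme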
MCL1 BIM primary: disrupts human MCL1 binding to BIM-BH3 peptide; Q07820; GST-MCL1 / FITC-Bim-BH3 fluorescence polarization; inhibition, % at 10.9 µM; hit rate 0.68% among 320,000; AID 2057;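 active means inhibition above the mean inhibition of all tested compounds plus 3 SD, set per campaign, cut at about 40% in these data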;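 further: 0% = DMSO wells and 100% = unlabeled Bim-BH3 peptide control; higher means more loss of mP so more displacement of Bim peptide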
GLD-1 TGE inh: GLD-1-TGE RNA interaction inhibition (C. elegans). Q17339. inhibition, % at 5.96 µM. purified GLD-1 + fluorescein TGE RNA, fluorescence polarization. hit rate 0.44% among 320,000;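 active means percent inhibition above a per-plate cutoff, the plate mean of test compounds plus 3 SD, cut at about 30% in these data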;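 further: 0% = DMSO wells with GLD-1 and probe and 100% = wells lacking GLD-1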
Target sequence (Q17339 whole entry, looked up): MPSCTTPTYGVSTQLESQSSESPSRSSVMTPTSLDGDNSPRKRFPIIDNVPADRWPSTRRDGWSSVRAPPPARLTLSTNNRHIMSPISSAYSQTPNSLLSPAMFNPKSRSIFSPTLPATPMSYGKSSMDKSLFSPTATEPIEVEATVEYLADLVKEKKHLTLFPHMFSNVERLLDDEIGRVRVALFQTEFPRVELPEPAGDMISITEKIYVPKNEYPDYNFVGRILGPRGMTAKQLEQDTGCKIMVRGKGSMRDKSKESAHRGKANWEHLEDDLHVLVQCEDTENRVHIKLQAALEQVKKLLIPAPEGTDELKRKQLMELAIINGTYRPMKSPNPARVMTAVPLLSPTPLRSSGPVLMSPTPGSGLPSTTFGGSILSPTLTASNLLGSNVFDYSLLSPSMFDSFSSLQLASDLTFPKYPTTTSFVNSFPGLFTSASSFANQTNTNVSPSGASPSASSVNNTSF
GSTO1 counter: blocks human GSTO1 in RBBP9 counter-screen. P78417. recombinant GSTO1, activity-based probe fluorescence polarization. inhibition, % at 5.96 µM. hit rate 1.1% among 300,000;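 active means inhibition above the campaign mean inhibition plus 3 SD, cut at about 35% in these data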;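 further: 0% = GSTO1-1 with DMSO and 100% = wells lacking GSTO1-1 enzyme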
Bcl-xL primary: Bcl-xL (human) inhibition. hit rate 0.7% among 320,000. AID 2129. GST-Bcl-xL / FITC-Bim BH3 peptide fluorescence polarization. inhibition, % at 10.9 µM. Q07817;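 active means inhibition above the mean of all tested compounds plus 3 SD, cutoff set per campaign, cut at about 30% in these data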;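 further: 0% = DMSO wells and 100% = unlabeled Bim-BH3 peptide competitor; inhibitors lower millipolarization by displacing the labeled peptide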
TPT1 inhibitor: inhibitors of Candida albicans tRNA 2'-phosphotransferase TPT1. inhibition, % at 5 µM. recombinant caTPT1, FP RNA substrate dephosphorylation. hit rate 0.81% among 300,000;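 active means inhibition above the mean of all tested compounds plus 3 SD, set per screening campaign, cut at about 24% in these data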;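 further: plate controls were DMSO alone for no effect and ferristatin control at 100 nM for full effect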
PME-1 primary: PME-1 (human) inhibition; hit rate 0.53% among 320,000; inhibition, % at 5.9 µM; recombinant PME-1, FP-Rh probe fluorescence polarization; AID 2130; Q9Y570;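 active means inhibition above the campaign mean of all compounds plus 3 SD, cut at about 26% in these data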;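 further: competitive labeling of PME-1 active site by serine hydrolase directed probe; 0% = PME-1 with DMSO and 100% = wells lacking PME-1 enzyme; inhibitors block probe labeling so polarization falls and inhibition rises; many of its hits are not listed in these tables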
PAD4 FP inh: PAD4 (human) enzyme inhibition; hit rate 0.41% among 330,000; recombinant PAD4, RCA probe fluorescence polarization; inhibition, % at 6.36 µM; Q9UM07;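 active means percent inhibition above a cutoff equal to the mean of all tested compounds plus 3 SD, cut at about 15% in these data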;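 further: 0% = PAD4 with RCA probe and DMSO and 100% = probe without PAD4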
MEX-5 binding: C. elegans MEX-5 TCR-2 RNA binding activity. MEX-5/FITC-TCR2 RNA binding, fluorescence polarization; active compounds read low. Q9XUB2. AID 1832. hit rate 0.38% among 300,000. activity score (negative = inhibition of binding), % at 10 µM;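 active means inhibition past about -25% in most replicates, and total fluorescence under double the plate's negative control median, limit read from the data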;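 further: 0% = DMSO and -100% = 5 µM competing unlabeled TCR2 RNA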
Target sequence (Q9XUB2 whole entry, looked up): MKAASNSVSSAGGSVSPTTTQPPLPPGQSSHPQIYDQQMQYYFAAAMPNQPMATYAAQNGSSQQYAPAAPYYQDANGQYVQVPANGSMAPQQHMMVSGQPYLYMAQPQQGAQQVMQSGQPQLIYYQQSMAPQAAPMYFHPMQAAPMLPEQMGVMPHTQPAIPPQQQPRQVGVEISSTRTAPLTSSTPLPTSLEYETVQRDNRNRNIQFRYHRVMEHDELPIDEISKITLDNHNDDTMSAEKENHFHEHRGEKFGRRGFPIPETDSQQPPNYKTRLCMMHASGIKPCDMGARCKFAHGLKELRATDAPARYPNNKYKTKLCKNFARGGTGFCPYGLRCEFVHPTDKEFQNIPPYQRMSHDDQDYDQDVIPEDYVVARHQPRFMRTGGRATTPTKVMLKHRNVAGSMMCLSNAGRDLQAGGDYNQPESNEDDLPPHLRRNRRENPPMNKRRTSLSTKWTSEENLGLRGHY
Numbers without * were called inactive; nt = not tested or not shown.

SMILES	Fam108B counter	MCL1 BIM primary	GLD-1 TGE inh	GSTO1 counter	Bcl-xL primary	TPT1 inhibitor	PME-1 primary	PAD4 FP inh	MEX-5 binding
COc1ccc2c(c1)CCc1cn3nc(C)cc3nc1-2	0	3	5	-4	8	0	0	16*	-0.5
O=C(COC(=O)CCC(=O)c1ccc(F)cc1)Nc1ccc2[nH]c(=O)[nH]c2c1	1	1	4	-13	2	0	-1	-7	-1.3
Oc1oc(-c2ccccc2)nc1C=NCc1ccncc1	0	2	0	-5	3	-4	-2	-2	2.3
COCc1cc(=O)[nH]c(=S)[nH]1	1	9	4	3	11	-1	-1	2	1.3
Cc1ccc(N2CCN(CCCCN3C(=O)C4CCCN4C3=O)CC2)cc1 (stereo not drawn)	0	-2	2	-2	2	0	3	5	-4.1
O=C1C=C(c2ccc(-c3ccccc3)cc2)C[C@@H](c2ccc(Cl)cc2)C1	nt	0	0	nt	1	nt	-3	-1	nt
COC(=O)C1=C(C(=O)OC)[C@@H]2N(C)c3ccccc3[C@@]23C[C@@H](CO)N(C(=O)NCCBr)C3=N1	-1	1	11	7	5	0	0	6	1.2
O=C(NCc1ccc(N2CCCC2=O)cc1)Nc1ccccc1	3	-1	2	8	1	2	-3	-3	0.4
Cc1noc(NS(=O)(=O)c2ccc(NC(=O)CCCOc3ccc(Cl)cc3Cl)cc2)c1C	3	9	3	-5	9	5	6	1	1.7
O=c1[nH][nH]c2cc(=O)n(-c3ccc(Cl)cc3)nc12	3	23	2	9	20	-4	19	-1	-32*
COC(=O)c1ccccc1NC(=O)CNc1cc(Cl)ccc1N1CCOCC1	2	-5	3	5	1	2	16	-10	-1.4
CCc1nnc(NC(=O)CSc2nnc(-c3cccnc3)n2CC)s1	4	8	3	13	4	-2	1	4	-2.7
CC(C)OCCCNC(=O)CNC(=O)c1cccs1	4	-1	0	1	2	4	-2	2	1.3
COc1ccc(-c2nc(-c3cccnc3)no2)cc1OC	-1	6	4	-7	4	-3	0	-3	1.6
CCc1ccc(/C=C2\SC(=S)N(CCCC(=O)Nc3nccs3)C2=O)cc1	-4	-3	4	3	4	-2	-5	4	0.6
CC1(C)C2CC[C@]3(C)C(CC=C4[C@@H]5C[C@@](C)(CO)CC[C@]5(C(=O)O)CC[C@]43C)[C@@]2(C)CC[C@@H]1O (stereo partly drawn)	1	0	3	7	3	3	3	5	3.0
O=C(NC(=S)NNC(=O)[C@H]1C[C@@H]1c1ccccc1)c1cccc(F)c1	6	14	-3	-16	10	-1	-3	2	nt
O=S(=O)(Nc1nc2ccc(S(=O)(=O)N3CCCC3)cc2s1)c1ccc(F)cc1	-9	1	-1	-25	3	-3	-3	-9	0.1
CCOC(=O)C1CCCN(C(=O)c2ccc(Cl)c(S(=O)(=O)N3CCCCC3)c2)C1 (stereo not drawn)	-6	5	1	3	-2	0	1	-10	1.6
CC(=O)SCCC(=O)Nc1ccccc1	-1	-4	2	-1	2	-2	-2	-2	1.2
COC(=O)/C(=C/c1cccnc1)NC(=O)c1ccccc1	4	2	3	-1	-4	-1	1	5	2.5
C[C@H](NC(=O)[C@H]1N2C(=O)c3ccccc3C2SC1(C)C)C(=O)NCc1ccncc1 (stereo partly drawn)	0	14	-2	2	6	-5	3	2	1.9
Clc1ccc(Cc2nnc(-c3cccs3)o2)cc1	2	0	-1	4	2	-4	2	-1	-0.1
CC(=O)Nc1ccc(S(=O)(=O)NCC(=O)OC(C)c2ccccc2Cl)cc1 (stereo not drawn)	0	12	1	14	4	-1	2	-4	4.5
CCOC(=O)Cn1nnnc1CN(Cc1ccccc1)Cc1cc2cc(CC)ccc2[nH]c1=O	0	-8	3	2	0	-6	-2	-2	1.4
COC(=O)c1ccc(C(=O)NC2CCCN(Cc3ccc(Cl)cc3)C2)nc1 (stereo not drawn)	-2	-1	-3	3	0	3	-2	2	-1.5
Cc1nn(S(=O)(=O)c2ccc(Cl)cc2)c(C)c1S(=O)(=O)N1CCOCC1	-3	-6	1	0	1	2	7	-1	0.0
O=C(NCC1COc2ccccc2O1)c1ccco1 (stereo not drawn)	1	5	0	8	8	-4	0	-1	-1.1
O=C(COC(=O)c1ccc([N+](=O)[O-])s1)NCc1ccccc1	10	-10	3	42*	0	0	9	-1	1.7
O=C(Nc1cccc(-c2ccc(N3CCOCC3)nn2)c1)c1ccc(Cl)cc1	-2	-3	8	-4	1	0	1	-1	2.1
CC(=O)N1CCN2C(=O)C1CCCC(=O)c1cc(C(C)C)ccc12 (stereo not drawn)	-4	-7	3	1	-1	2	-1	-2	3.8
CCCCN(C(=O)CCCc1nc2ccccc2c(=O)[nH]1)c1c(N)n(CC(C)C)c(=O)[nH]c1=O	nt	-3	-3	nt	-5	nt	-4	-3	nt
Cc1ccc(S(=O)(=O)Nc2cccc(C(=O)NCc3ccccn3)c2)cc1F	-1	3	4	-4	6	1	-1	-2	-1.6
Cc1ccc(C)c(Oc2cc(NC(=O)CCCn3nc(C)c([N+](=O)[O-])c3C)cc([N+](=O)[O-])c2)c1	-14	2	1	-5	1	0	-17	1	0.8
CC(C)(C)NC(=O)NC(=O)COC(=O)Cc1coc2ccc3ccccc3c12	3	-13	-2	-1	-5	0	-10	-3	0.4
C=CCSc1nnc(N2C(=O)C(O)=C(C(=O)c3ccco3)C2c2ccccc2F)s1 (stereo not drawn)	-8	34	25	-30	27	-5	-2	-10	-35*
NS(=O)(=O)c1ccc(CCN2C(=O)/C(=C\c3ccc(Cl)cc3)SC2=S)cc1	-2	6	-2	6	6	6	-4	-22	-2.0
CC(C)OP(=O)(OC(C)C)C(NC(=O)c1ccccc1Br)C(N)=O (stereo not drawn)	2	-11	5	-6	-3	0	1	-1	-1.9
O=C(NNC(=O)c1ccc[nH]1)c1cc(Cl)cc(Cl)c1	2	7	3	-10	6	-2	2	0	-0.9
Cc1ccccc1C(C(=O)NC1CCCC1)N(C(=O)CNC(=O)c1ccco1)c1cccnc1 (stereo not drawn)	2	13	-1	5	9	-2	2	2	-1.9
CC1=CN2CC(O)CN=C2C=C1 (stereo not drawn)	8	3	5	2	-1	0	-6	1	0.4
COc1ccc(N(CC(=O)Nc2cc(OC)c(OC)cc2C(=O)O)S(=O)(=O)c2c(C)noc2C)cc1	-1	-5	-2	-6	5	-5	-9	-2	-0.7
O=C(c1ccc2ccccc2n1)N1CCN(c2ccccc2Cl)CC1	-2	-6	-3	3	2	1	1	-3	-1.3
S=C(NCCc1ccccc1)NCCc1ccccc1	0	-9	-1	-3	-6	3	4	-2	-0.6
N#CC1=C(N)Oc2n[nH]c(-c3ccccc3)c2C1c1ccncc1 (stereo not drawn)	1	0	0	27	-1	-3	2	-13	-1.8
O=C(CN1C(=O)c2ccccc2C1=O)NC1CCC(O)CC1 (stereo not drawn)	nt	-3	1	nt	-1	nt	-1	-2	nt
CC(=O)Nc1ccc(NC(=O)C(C)OC(=O)CNC(=O)c2cccs2)cc1 (stereo not drawn)	0	-11	5	3	-4	-3	5	-5	-1.6
O=C(CCc1ccccc1)Nc1c(F)cccc1F	1	-2	-5	4	4	-1	-4	-2	-0.6
Cc1cccc(NC(=O)Cn2nnc(C(=O)Nc3ccc(F)c(Cl)c3)c2N)c1	-12	5	7	43*	3	0	-23	5	2.4
CCc1cc2c(-c3ccccc3)cc(=O)oc2cc1OC(C)C(=O)NCC1CCC(C(=O)O)CC1 (stereo not drawn)	6	4	3	-2	8	-3	16	0	1.0
COC(=O)CNC(=O)CSc1nnc(-c2ccc(OC)cc2)n1CC(C)C	-1	1	6	-5	1	-6	1	-2	0.1
CCS(=O)(=O)c1nn2c(N)c(/C=C3/C=CC(=O)C(OC)=C3)c(=O)nc2s1	0	-33	-75	9	-16	35*	4	-3	45
Cc1ccc(C2(C)NC(=O)N(CC(=O)Nc3cc(S(=O)(=O)N4CCCCC4)ccc3OC(C)C)C2=O)cc1 (stereo not drawn)	-5	-4	-3	-2	0	4	3	-2	2.6
C=CCN1C(=O)S/C(=C/c2ccc(Sc3nc4ccccc4[nH]3)o2)C1=O	-6	-20	-4	7	-5	-1	1	-47	0.5
COc1cccc(Nc2nnc(SCC(=O)N(CC(C)C)CC(C)C)s2)c1	4	4	7	-8	-2	-3	5	-1	2.8
O=C(CN1CCN(c2ccc(F)cc2)CC1)NCc1ccc(F)cc1	10	11	5	1	4	-6	6	0	1.6
CNc1ccccc(-c2ccc3ccccc3n2)c1=O	13	58*	35*	23	48*	-2	0	20*	-2.8
CC(OC(=O)CCc1cc(C(C)(C)C)c(O)c(C(C)(C)C)c1)C(=O)NC1CC1 (stereo not drawn)	0	-2	9	-1	0	-1	-6	-10	0.7
CC1=CC(C)C2C(=O)N(c3ccccc3)NC(=O)C2C1 (stereo not drawn)	0	4	11	3	6	-4	2	-1	-4.0
CN(CC(=O)NCc1ccc2c(c1)OCO2)S(=O)(=O)c1ccc(Br)s1	4	3	-4	-8	7	-2	2	1	-1.8
The list goes on:
SMILES	Fam108B counter	MCL1 BIM primary	GLD-1 TGE inh	GSTO1 counter	Bcl-xL primary	TPT1 inhibitor	PME-1 primary	PAD4 FP inh	MEX-5 binding
O=C(Nc1ccc(CN2CCCCC2)cc1)Nc1ccc(Br)cc1Cl	3	0	-2	0	4	-1	-5	-2	-5.4
COCCNC(=S)N/N=C(\C)c1cccc(OC)c1	-2	7	-9	-5	5	3	-2	0	2.2
O=C(c1ccc(N2CCOCC2)nc1)N1CCCCC1	2	7	10	-3	3	0	8	-1	-0.9
Cc1ccc(-c2ccc(C(=O)Nc3ccccc3)o2)c2ccccc12	-25	-4	-3	-8	-1	1	-28	-5	-2.9
CCn1ncc(C2=NOC(C(=O)NCCc3ccccc3)C2)c1C (stereo not drawn)	1	9	0	2	4	-2	-7	1	1.0
COCCCNc1nc2ccccc2nc1NS(=O)(=O)c1cc(Cl)ccc1Cl	4	5	3	-1	2	-1	23	-2	-0.6
O=C(Nc1ccc2oc(-c3ccncc3)nc2c1)c1ccco1	-2	14	-1	0	1	3	-13	-3	-3.8
CC(C)Cc1nnc(NC(=O)C23CC4CC(CC(C4)C2)C3)s1	3	-2	1	-7	-2	0	0	-8	-0.8
O=Nc1ccc(NOC(=O)c2ccccc2Br)cc1	2	-4	-4	4	2	-3	-7	3	0.5
Cc1cccc(OCC(=O)N/N=C/c2cccn2C)c1	8	20	-4	-2	0	-4	3	7	-5.2
Cc1[nH]c(=S)c(C#N)c(C)c1CC(=O)c1ccc(Br)cc1	5	4	4	5	7	0	0	1	-0.6
O=C(O)CCCNC1=NCCC1	0	0	4	6	-6	0	3	-1	-0.9
Cc1ccc(/C=N/NC(=O)c2ccncc2)s1	3	9	-7	6	1	-1	-4	-3	0.1
Cc1ccc(NC(=S)Nc2ccc(OC(F)F)c(Cl)c2)cc1F	-7	-6	2	-6	1	-2	-9	0	1.8

Whole records, looked up by structure. Values in the order: Fam108B counter, MCL1 BIM primary, GLD-1 TGE inh, GSTO1 counter, Bcl-xL primary, TPT1 inhibitor, PME-1 primary, PAD4 FP inh, MEX-5 binding
`Cc1[nH]c(=S)c(C#N)c(C)c1CC(=O)c1ccc(Br)cc1` as listed: 5, 4, 4, 5, 7, 0, 0, 1, -0.6
`O=C(Nc1ccc(CN2CCCCC2)cc1)Nc1ccc(Br)cc1Cl` as listed: 3, 0, -2, 0, 4, -1, -5, -2, -5.4

Some of the compounds tested (hit frequency here may not be typical).
